ERAP1 inh: inhibitors of human ERAP1 aminopeptidase | Q9NZ08 | recombinant ERAP1, Leu-AMC fluorescence, 60 min | inhibition, % at 10.7 µM | 340,000 tested, 0.15% active | AID 652197;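 active = mean replicate inhibition of at least 30%, or all replicates individually reaching that 30% level; inactive = mean below 30% and not every replicate reaching it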;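 also: 0% = neutral control wells and 100% = L-leucinethiol positive control wells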
RAD54 branch: blocks human RAD54 Holliday junction branch migration; 360,000 tested, 0.14% active; inhibition, % at 10.4 µM; Q92698; FAM/BHQ fluorescence;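 active = mean normalized replicate activity at least 40 and at least half of replicates scoring 40 or more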;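 also: 0% = median of neutral control wells and 100% = median of positive control wells; inhibitors cause a drop in the FAM fluorescence signal; in these data hits start at about 50%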
Target sequence (Q92698 whole entry, looked up): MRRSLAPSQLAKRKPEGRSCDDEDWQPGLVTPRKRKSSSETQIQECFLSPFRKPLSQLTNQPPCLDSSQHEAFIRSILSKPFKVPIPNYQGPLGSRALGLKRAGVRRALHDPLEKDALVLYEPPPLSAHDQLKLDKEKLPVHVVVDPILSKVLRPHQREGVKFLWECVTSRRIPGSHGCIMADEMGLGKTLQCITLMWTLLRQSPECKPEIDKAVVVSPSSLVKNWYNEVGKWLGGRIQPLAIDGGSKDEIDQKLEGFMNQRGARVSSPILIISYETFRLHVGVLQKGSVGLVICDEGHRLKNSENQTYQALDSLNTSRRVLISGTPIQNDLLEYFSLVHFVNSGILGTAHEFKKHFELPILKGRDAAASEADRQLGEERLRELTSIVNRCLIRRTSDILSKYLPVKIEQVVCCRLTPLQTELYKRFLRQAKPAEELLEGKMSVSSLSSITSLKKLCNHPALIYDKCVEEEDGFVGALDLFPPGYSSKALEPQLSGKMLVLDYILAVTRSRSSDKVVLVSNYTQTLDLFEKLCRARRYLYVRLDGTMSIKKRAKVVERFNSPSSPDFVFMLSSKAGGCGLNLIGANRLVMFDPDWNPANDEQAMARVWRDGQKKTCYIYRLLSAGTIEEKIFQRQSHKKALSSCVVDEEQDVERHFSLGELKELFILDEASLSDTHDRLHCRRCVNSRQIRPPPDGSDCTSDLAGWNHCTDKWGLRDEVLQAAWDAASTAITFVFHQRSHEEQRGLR
E-selectin induc: E-selectin induction on HUVECs | HUVEC E-selectin immunofluorescence imaging; normalized: neutral wells 0, TNF-alpha wells 100 | activation, % at 7.58 µM | 260,000 tested, 0.37% active;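 active = mean E-selectin-positive cell signal at least 10% of the positive control, reached in at least 60% of replicates, without over 20% cell loss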;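 also: in these data hits start at about 27%; measured in HUVEC primary endothelial cells; signal is the percent of cells scored E-selectin positive by PE staining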
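Read-out: % PE-positive cells | Test system: HUVEC | Doses: One compound dose added by pin transfer | Buffer or medium: EGM-2 over gelatin coat | Signal: Immunofluorescence imaging | Benchmarks: TNF-alpha, DMSO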
RAD52 anneal inh: inhibitors of human RAD52 DNA annealing | recombinant RAD52 DNA annealing, FRET fluorescence | inhibition, % at 18.7 µM | 360,000 tested, 0.46% active | AID 651710;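 active = every replicate showing at least 50% inhibition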
PGC1a acetyl inh: modulators of PGC1a acetylation; 350,000 tested, 0.17% active; U2OS PGC1a acetylation, AlphaScreen anti-acetyl-lysine; with virally co-expressed GCN5 acetyltransferase; inhibition, % at 15.6 µM;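 active = every replicate shows inhibition of at least 40%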;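 also: 0% = neutral control wells and 100% = positive control wells; some results beyond the cut were filed as inactive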
miR122 inh: inhibitors of miR-122 in Huh7 cells; Huh7 miR-122 Renilla luciferase sensor, 48 h; neutral wells = 0, positive control = 100; activation (reporter increase), % at 12.5 µM; 340,000 tested, 0.3% active; AID 602342;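 active = mean replicate activation score at least 90 and every replicate individually at or above 90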;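 also: higher luciferase means less miR-122 activity so hits act as miR-122 inhibitors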
Cneo AK release: Cryptococcus neoformans lysis via adenylate kinase release; C. neoformans lysis, adenylate kinase release luminescence, 4 h; normalised: neutral wells 0, clomiphene wells 100; lysis activity, % at 15 µM; 360,000 tested, 0.2% active;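 active = mean lysis activity across replicates of at least 80%, whatever share of replicates individually reach that level; inactive = mean lysis activity below 80%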
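Test system: log-phase Cryptococcus neoformans yeast cells. Input: 5 × 10^6 yeast cells/mL. Medium: fresh YPD growth medium. Doses: single dose. Incubation: static 4 h at 37 °C with compound, 1 h detection. Measured by: luminescent adenylate kinase detection reagent. Read-out: signal increase indicating cell lysis. Benchmarks: Clomiphene.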
PglD DTNB: blocks C. jejuni PglD acetyltransferase activity; purified PglD enzyme, DTNB colorimetric CoA detection; 360,000 tested, 0.098% active; AID 602405; inhibition, % at 12.5 µM; in the data active = inhibition above about 16%, passing the limit was not always enough; also: strong numbers were not always called active
* = called active by the depositor; nt = not tested or not shown; [ ] = dose if it differs, or a comment.

SMILES	ERAP1 inh	RAD54 branch	E-selectin induc	RAD52 anneal inh	PGC1a acetyl inh	miR122 inh	Cneo AK release	PglD DTNB
N#Cc1ccc(OCC(=O)N/N=C2\CCc3ccccc32)cc1	nt	-1	nt	nt	2	0	-5	2
CS(=O)(=O)N1CCCC(C(=O)Nc2ccc(F)cc2)C1 (stereo not given)	-2	1	-0.1	-14	8	-2	3	2
CN1CCC(C2(O)c3ccccc3CCc3ccccc32)CC1	2	3	nt	-12	nt	4	-2	-8
O=C(Nc1nc2ccccc2[nH]1)c1cc(F)cc(F)c1	1	2	0.1	-12	nt	6	0	-4
O=C(CN1CCCC1)NCc1ccccc1	-2	-10	0.0	2	nt	nt	0	3
Cc1ccc(-n2c(SCC(=O)N3CCN(c4ccccn4)CC3)nnc2N2CCCC2)cc1	-2	-3	-0.4	-4	nt	nt	-1	5
COc1ccc(OC)c(Nc2nc(-c3ccncc3)nc3ccccc23)c1	1	-12	-0.1	-7	-1	4	1	3
O=C(N/N=C/c1ccncc1)c1nn(Cc2ccccc2)c(=O)c2ccccc12	-2	nt	-0.1	3	6	nt	nt	nt
O=C(CSc1nnc2ccccn12)NNC(=O)c1ccc(F)cc1	7	nt	nt	-17	4	-1	nt	nt
Cc1ccc(-n2[nH]c(C)c(C=NC34CN5CN(CN(C5)C3)C4)c2=O)cc1C	nt	3	nt	nt	2	-4	3	-3
N#Cc1c(C(F)(F)F)cc(-c2ccco2)nc1SCc1ccccn1	nt	-8	nt	nt	-13	3	6	4
CC(C)C#Cc1ccc([C@@H]2[C@@H](CO)N3CCCCN(C(=O)c4ccc5c(c4)OCO5)C[C@H]23)cc1	0	1	-0.4	1	-9	-24[16.7 µM]	-1	-1

Part of the list above, with two lines to a compound:
Fields: ERAP1 inh, RAD54 branch, E-selectin induc, RAD52 anneal inh, PGC1a acetyl inh, miR122 inh, Cneo AK release, PglD DTNB
- O=C(CSc1nnc2ccccn12)NNC(=O)c1ccc(F)cc1
    7, nt, nt, -17, 4, -1, nt, nt
- Cc1ccc(-n2[nH]c(C)c(C=NC34CN5CN(CN(C5)C3)C4)c2=O)cc1C
    nt, 3, nt, nt, 2, -4, 3, -3

Additional compounds follow:
SMILES	ERAP1 inh	RAD54 branch	E-selectin induc	RAD52 anneal inh	PGC1a acetyl inh	miR122 inh	Cneo AK release	PglD DTNB
O=C(Nc1ccc2nsnc2c1)c1cccs1	nt	9	nt	nt	8	17	0	-1
O=C1CN(c2ccc(F)cc2)C(=S)N1c1ccccc1	-3	-1	2.6	-9	-14	0	1	-4
Cc1ccc(C)c(S(=O)(=O)N2CCN(Cc3ccc(O)c4ncccc34)CC2)c1	0	nt	nt	-13	38	-3	nt	nt
COc1ccc(CNCc2cc3c(C(C)(C)C)nn(-c4ccccc4)c3[nH]c2=O)cc1	nt	4	nt	nt	-15	4	2	-4
C/C=C/c1ccc([C@H]2[C@@H](CO)N[C@@H]2CN(CC)C(=O)CN2CCOCC2)cc1	nt	1	0.1	-5	3	-75[16.7 µM]	-5	-1
CCOC(=O)c1ccc(NC(=O)CSc2nnc(CNC(=O)c3ccccc3F)o2)cc1	4	-5	nt	-3	40	-5	-2	-1
Cc1nn(C)c(C)c1CCC(=O)N1CCCC(Nc2ccc(C(C)C)cc2)C1 (stereo not given)	10	-2	nt	-19	10	2	0	1
CCC(C)(C(=O)NC1CCCC1)N(Cc1cccs1)C(=O)Cc1cccs1 (stereo not given)	nt	-7	nt	nt	-21	-3	-1	1
O=C(CN1C(=O)NC2(CCCCC2)C1=O)Nc1ccc2[nH]c(=O)[nH]c2c1	1	-3	nt	-8	-7	nt	0	5
COc1ccc(C(=O)N2CCN(C(=O)C3CCCO3)CC2)cc1[N+](=O)[O-] (stereo not given)	1	14	nt	-13	nt	nt	1	3
Cc1ccc(S(=O)(=O)Nc2cccc3c2O[C@H](CN(C)Cc2ccc(C(=O)O)cc2)[C@@H](C)CN([C@H](C)CO)C3=O)cc1	-3	9	-0.1	-3	2	1[16.7 µM]	54	-4
CN1C(=O)c2cc(NC(=O)c3cccc(Cl)c3)ccc2OC[C@@H]2O[C@@H](CC(=O)NC3CCCCC3)CC[C@@H]21	nt	-8	-0.2	nt	-11	-4[16.7 µM]	48	1
COc1cc(/C=C/C(=O)OCC(=O)NC(=O)NC(C)C)cc(S(=O)(=O)N2CCc3ccccc32)c1OC	-2	-13	-2.9	-12	-18	nt	0	1
O=C(Nc1ccccc1F)N1CC(=O)N2[C@H](CO)[C@@H](c3ccc(C#CC4CC4)cc3)[C@@H]2C1	0	nt	-0.3	-23	-5	nt	nt	nt
Cn1nccc1C(=O)NC1CCCc2c1cnn2-c1ccc(F)cc1F (stereo not given)	4	8	-0.4	-7	nt	1	-4	-3
CN(c1ccccc1)S(=O)(=O)c1ccc(C(=O)NCCc2ccccc2)cc1	0	3	0.1	-5	-4	-5	-1	0
Cc1cc(C)c2c(n1)nn1c(NCCN3CCOCC3)cc(C)nc21	nt	10	1.2	nt	nt	7	3	1
Cc1cc(Nc2cnc3ccccc3n2)n(-c2ccccc2)n1	nt	-4	nt	nt	4	2	6	0
COC1CCC2(C)C(=CCC3C4CC(O)CC4(C)CCC32)C1 (stereo not given)	2	-1	nt	-4	-5	-6	-1	-2
COc1ccc(Cn2cc(F)c(=O)n(C)c2=O)cc1[N+](=O)[O-]	0	nt	3.5	-17	0	nt	nt	nt
Cc1cc(Br)c(NC(=O)COC(=O)CC2CC3CCC2C3)c(Br)c1 (stereo not given)	1	-1	0.2	-22	3	0	-2	1
Cc1ccc(NC(=O)Nc2ccc3c(c2)C(=O)N(C)[C@@H]2CC[C@H](CC(=O)O)O[C@@H]2CO3)cc1	1	-10	0.0	1	-8	-2[16.7 µM]	-4	2
Cc1cc(C(=O)CSc2nnc(-c3ccccc3)n2C)c(C)n1C	nt	2	nt	nt	1	-8	3	-2
CCCNC(=O)[C@@H]1[C@@H](CO)[C@@H]2Cn3c(ccc(-c4cccc(OC)c4)c3=O)[C@H]1N2CCC	-1	0	0.1	-11	nt	8[16.7 µM]	-2	-1
COc1cccc(NC(=O)CN(C)C(=O)Cc2cccc3ccccc23)c1	0	1	0.1	-8	0	3	-1	-3
Cn1c2ccc(F)cc2c2nnc(SCCN3CCOCC3)nc21	2	13	nt	-4	nt	nt	0	1
CC(=O)N1c2ccc(S(=O)(=O)N3CCCC3C(=O)NCc3ccc(Cl)cc3)cc2CC1C (stereo not given)	0	-5	nt	-8	3	1	5	0
COc1ccc(NC(=O)N(C)C[C@H]2Oc3ccc(NC(=O)C4CCCCC4)cc3C(=O)N([C@@H](C)CO)C[C@@H]2C)cc1	-3	8	-4.1	9	-1	1[16.7 µM]	44	1
COc1ccc(N2CCN(C(=O)c3cn(C4CCCC4)c(=O)c4c3c3ccccc3n4C)CC2)cc1	nt	0	nt	nt	-20	53	-1	5
O=C(C[C@H]1CC[C@@H]2[C@H](COC[C@@H](O)CN2C(=O)Nc2cc(Cl)cc(Cl)c2)O1)N1CCOCC1	nt	1	-0.2	nt	6	-5[16.7 µM]	2	-2
CC(C)C#Cc1ccc([C@@H]2[C@H]3CN(C(=O)NC4CCCCC4)CC(=O)N3[C@H]2CO)cc1	1	nt	0.2	-2	-6	nt	nt	nt
CCN1CCc2c(sc(NC(=O)c3ccc(S(=O)(=O)N(C)CC4CCCO4)cc3)c2C(N)=O)C1 (stereo not given)	7	32	0.3	20	-6	0	0	-4
O=C(c1ccc(F)cc1)N1CCCCN2[C@@H](CO)[C@H](c3ccc(-c4ccc(F)cc4)cc3)[C@@H]2C1	-1	4	nt	38	-2	8[16.7 µM]	0	1
CC(OC(=O)CN1C(=O)c2ccccc2C1=O)C(=O)c1ccccc1 (stereo not given)	2	-6	1.0	-4	8	-2	-2	-2
COc1ccc(C(=O)NC2(C(F)(F)F)NC(=O)N(CCCc3ccccc3)C2=O)c(OC)c1OC (stereo not given)	nt	3	nt	nt	nt	-10	1	-7
CO[C@@H]1CN(C)C(=O)c2cc(NC(C)=O)ccc2OC[C@@H](C)N(C(=O)c2ccccc2)C[C@H]1C	-2	10	0.1	8	nt	1[16.7 µM]	-2	1
COc1ccc(C)cc1NC(=O)c1ccc2c(c1)OCO2	nt	2	nt	nt	-5	13	-2	-4
Cc1noc(C)c1S(=O)(=O)N1CCCC1C(=O)O (stereo not given)	-2	nt	nt	-16	-3	0	nt	nt
O=C(c1cccc(F)c1)N1C[C@@H]2[C@H](c3ccccc31)[C@H](CO)N2C(=O)C1CCCC1	1	-1	0.3	11	-18	-10[16.7 µM]	-3	-2
COc1ccc2c3c([nH]c2c1)[C@@H](CO)N(CC1CC1)CC31CCN(C(=O)c2ccccc2F)CC1	-5	nt	0.4	-57	-5	nt	nt	nt
CC1(C(=O)NS(=O)(=O)c2cccc(Cl)c2)CCN1C(=O)c1cccc2ccccc12 (stereo not given)	-1	6	-0.2	-5	nt	nt	6	4
CCOc1ccccc1-n1c(SCC(=O)N2CCCC2)nnc1-c1ccoc1C	nt	-5	nt	nt	-7	-1	0	1
CCN(CC)C(=O)c1cn(-c2ccccc2)nc1-c1ccc2c(c1)OCCO2	13	-1	nt	-19	-5	11	4	-1
C[C@@H]1CN([C@H](C)CO)C(=O)c2cc(NS(C)(=O)=O)ccc2O[C@@H](C)CCCCO[C@H]1CN(C)Cc1ccc(C(F)(F)F)cc1	nt	3	-0.2	nt	13	8[16.7 µM]	51	0
O=C(CSc1nc2c([nH]c3ccccc32)c(=O)n1-c1ccccc1F)NCC1CCCO1 (stereo not given)	-2	6	0.3	-5	-8	1	0	-2
CCCCCCCc1c(O)nc(SCCN2CCOCC2)[nH]c1=O	nt	6	1.3	4	nt	-9	-2	7
CNC[C@H]1Oc2cc(C#Cc3cccc(OC)c3)ccc2S(=O)(=O)N([C@H](C)CO)C[C@@H]1C	-1	4	0.2	-10	-46	-15[16.7 µM]	1	7
Cc1cccc(NC(=O)CSc2nc(N)c(NC(=O)c3cccs3)c(=O)[nH]2)c1C	-1	-2	0.3	-2	-4	-6	-2	0
CCn1ncc(CN2CCCC(CNC(=O)c3ccc(F)cc3)C2)c1C (stereo not given)	2	nt	nt	-11	5	-1	nt	nt
CCC1(c2ccc(F)cc2)NC(=O)N(CC(=O)N2CCN(C(=O)c3cccs3)CC2)C1=O (stereo not given)	-1	11	0.2	-13	5	-7	0	1
CCOC(=O)c1c(C)[nH]c(C(=O)Cn2nnc(-c3ccccc3Cl)n2)c1C	nt	-6	nt	nt	-6	-9	-2	8
Cc1ccccc1Nc1nc(-c2cccnc2)cs1	-1	4	nt	-28	nt	nt	-3	-8
O=C(NC1CCC1)[C@H]1[C@H](CO)[C@H]2Cn3c(cccc3=O)[C@@H]1N2CC1CCCCC1	2	-2	0.0	6	nt	nt	67	0
Cc1cccc(CN(C)C[C@@H]2Oc3ncc(Br)cc3C(=O)N([C@H](C)CO)C[C@@H]2C)c1	-2	8	-0.5	-6	3	-5[16.7 µM]	3	4
C#CCNC(=O)C1=C[C@@H](C)C[C@@H](OCc2ccc(CO)cc2)O1	0	2	-0.1	-4	-9	0	-3	0
C[C@H](CO)N1C[C@H](C)[C@@H](CN(C)Cc2cncnc2)Oc2ncc(C#Cc3ccccn3)cc2C1=O	-3	-13	0.0	-62	-7	10[16.7 µM]	2	2
Nc1ccc(-n2cnc3cc([N+](=O)[O-])ccc32)cc1	nt	-15	nt	nt	-1	-7	16	-3
O=C(Cc1cccc([N+](=O)[O-])c1)Nc1ccccc1	-8	3	-0.2	-7	-6	5	1	0

From PubChem BioAssay
